Screening results: PubChem, National Center for Advancing Translational Sciences (NCATS)
Eya2 inh: inhibitors of human Eya2 phosphatase activity; recombinant Eya2, OMFP fluorescence dephosphorylation (OMFP is methylfluorescein phosphate); 0.006% of 330,000 active; Potency, µM (series often up to 76.9 µM), for the others: top-dose activity, negative = inhibition, actives largely listed as inhibitors; O00167; note: potency is the fitted concentration of half-maximal effect; % is set by controls: 0 for no effect and ±100 for the full control effect
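Eya2 protein (added as 0.2 uM solution) was preincubated with compound for 10 min at ambient temperature in 50 mM HEPES pH 7.5, 50 mM NaCl, 5 uM MgCl2, 0.05% BSA, 1 mM DTT. OMFP (added at 50 uM) then reacted 10 min; fluorescence read at 485/525 nm.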
ELG1 repair inh: inhibitors of ELG1-dependent DNA repair in HEK293T cells | 2.3% of 330,000 active | HEK293T ELG1-luciferase reporter, luminescence, 16 h; DNA damage induced by 5-fluorouridine | Potency, µM (top dose mostly 46.1 µM), for inactives: at the highest dose activity change, negative = inhibition, hits mostly inhibitors; note: potency is the fitted concentration of half-maximal effect; % is set by controls: 0 for no effect and ±100 for the full control effect; nearly all actives have a fitted effect of over 55% in size
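DMSO vehicle served as the neutral condition. Each well held 2,000 cells given 5-fluorouridine plus compound; after 16 hr at 37 °C/5% CO2, ONE-Glo was added and luciferase measured 30 min later.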
KCNH2 WT inh: KCNH2 (human, wildtype) channel inhibition; U2OS, BacMam KCNH2, thallium flux FluxOr; stronger effect = lower value; AID 720551; 0.37% of 340,000 active; activity change, % at 1.84 µM; Q12809;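 active = maximum activity change below -70%; inconclusive = maximum activity change between -70% and -50%; inactive = maximum activity change above -50%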; note: % is set by controls: 0 for no effect and ±100 for the full control effect
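U2OS cells were transduced with wild-type KCNH2 virus (2.03 x 10^8 / mL) for 4 h at room temperature, then cultured overnight at 37 C. Thallium flux was read with FluxOr dye. Rate constants were normalized to DMSO controls.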
TRPV1 agonist: human TRPV1 agonism; Q8NER1; TRPV1-expressing cells, Fluo-8 calcium influx, agonist mode; activation, % at 8.33 µM; 0.19% of 320,000 active; AID 540275; in the data active = activation above about 80%; inconclusive = between about 30% and that limit; note: 0% is about no effect
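TRPV1-expressing cells were cultured overnight at 35.5C and loaded with Fluo-8 calcium dye for 40 to 90 min at room temperature. After a 10 s baseline, compound was added and calcium influx was read kinetically for 3 min (ex 480/em 520 nm).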
Mito fusion yeast: inhibitors of mitochondrial division or activators of mitochondrial fusion | S. cerevisiae fusion-defective mutant growth rescue, CellTiterGlo 48 h | AID 485298 | 0.23% of 320,000 active | Potency, µM (titrated, usually from 46.1 µM), for the others: at the highest dose growth rescue (activation), most hits filed as activators;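 note: potency is the fitted concentration of half-maximal effect; % of control where 0% means no effect; nearly all actives have a fitted effect of over 45% in size; temperature-sensitive fusion mutants such as fzo1-1 at 37 °C on non-fermentable ethanol glycerol medium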
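S. cerevisiae fusion-defective temperature-sensitive mutants (e.g. fzo1-1, mgm1-5) grown 48 h at 37C in YPEG (ethanol/glycerol non-fermentable) medium with 23 nl compound per well; growth rescue read as CellTiterGlo luminescence.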
KCNH2 3.1 block: blocks the human KCNH2 3.1 channel isoform; U2OS KCNH2 3.1, thallium flux FluxOr; stronger effect = lower value; activity change, % (tested at about 1.8 µM); 0.95% of 340,000 active;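 active = maximum activity change below -70%; inconclusive = maximum activity change from -70% to -50%; inactive = maximum activity change above -50%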;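 note: thallium influx rate constant from kinetic fluorescence after stimulation buffer; % is set by controls: 0 for no effect and ±100 for the full control effect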
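Measured as rate of thallium-driven FluxOr signal in transduced U2OS cells carrying the 3.1 channel, read kinetically for 2 min upon stimulation; values are rate constants scaled to DMSO control wells.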
USP2a block: blocks human ubiquitin-specific protease USP2a | USP2 core, Ub-CHOP2 coupled fluorogenic reporter, 485/531 | Potency, µM (highest dose often 38.3 µM), for inactives: top-dose activity change, negative = inhibition, actives largely listed as inhibitors | 0.01% of 330,000 active;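 note: potency is the fitted concentration of half-maximal effect; plate controls were DMSO wells for no effect and full inhibition by NEM control for full effect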
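USP2 core (10nM final) preincubated 30min RT with compound in 20mM Tris-HCl pH 8.0, 2mM CaCl2, 2mM beta-mercaptoethanol, 0.05% CHAPS; 25nM Ub-CHOP2 plus 25nM reporter substrate added, fluorescence (Ex485/Em531) read after 60min.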
TSHR antagonist: blocks TSH signaling through the human TSH receptor | P16473 | TSHR-expressing cells, TSH-stimulated cAMP HTRF, 2 h; stronger effect = lower value | activity change, negative = inhibition, % at 11.5 µM | 0.2% of 330,000 active;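 active = activity change below a set negative limit, meaning inhibition stronger than a set level, cut at about -70% in these data; inconclusive = activity change between two set negative limits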; note: % is set by controls: 0 for no effect and ±100 for the full control effect
Target sequence (P16473 whole entry, looked up): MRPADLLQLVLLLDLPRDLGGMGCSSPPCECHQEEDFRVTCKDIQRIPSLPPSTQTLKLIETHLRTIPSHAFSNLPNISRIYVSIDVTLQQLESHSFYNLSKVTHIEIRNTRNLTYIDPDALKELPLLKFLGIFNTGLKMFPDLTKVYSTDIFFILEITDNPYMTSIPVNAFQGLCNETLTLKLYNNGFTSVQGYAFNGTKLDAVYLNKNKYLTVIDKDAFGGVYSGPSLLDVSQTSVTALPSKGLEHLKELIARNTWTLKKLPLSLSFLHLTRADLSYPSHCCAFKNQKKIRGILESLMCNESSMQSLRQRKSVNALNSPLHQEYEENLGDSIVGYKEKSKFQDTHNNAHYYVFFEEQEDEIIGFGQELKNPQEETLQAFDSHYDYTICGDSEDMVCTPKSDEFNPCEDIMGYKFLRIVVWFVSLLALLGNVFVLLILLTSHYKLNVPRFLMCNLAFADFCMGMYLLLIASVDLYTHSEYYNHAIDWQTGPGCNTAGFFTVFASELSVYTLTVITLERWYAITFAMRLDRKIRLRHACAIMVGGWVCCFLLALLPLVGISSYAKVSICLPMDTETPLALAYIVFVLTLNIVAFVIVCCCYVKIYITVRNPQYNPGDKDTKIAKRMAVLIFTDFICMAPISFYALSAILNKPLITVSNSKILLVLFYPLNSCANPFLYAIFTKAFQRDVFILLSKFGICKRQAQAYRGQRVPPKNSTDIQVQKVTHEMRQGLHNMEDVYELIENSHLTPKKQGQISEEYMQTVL
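TSHR-expressing cells were treated with compounds, then stimulated with TSH at EC80 (4nM final) for 2 hours at 37 deg C. Cellular cAMP was measured by HTRF competition between lysate cAMP and cAMP-d2 for a cryptate-labelled anti-cAMP antibody.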
AT treatment: potential ataxia-telangiectasia treatments restoring KAP-1 phosphorylation; 0.19% of 320,000 active; AID 485349; Potency, µM (series often up to 57.5 µM), without a hit: at the top dose activation, most hits filed as activators; […] A-T fibroblasts, KAP-1 phosphorylation AlphaLISA; neocarzinostatin DNA damage 30 min before lysis; note: potency is the fitted concentration of half-maximal effect; % of control where 0% means no effect; nearly all actives have a fitted effect of over 45% in size
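hTERT-immortalized A-T patient fibroblasts ([…]), 500 cells/well in OPTI-MEM, 1% FBS, got compounds for 60 min, then NCS for 30 min at 37C. Lysates were then assayed for phospho-KAP-1 by AlphaLISA (anti-pKAP1 donor, anti-KAP1 acceptor beads), 6 hr at 25C.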
TCR activator: T cell receptor activation; primary human leukocytes, anti-CD3, IL-2 HTRF, 48 h; 330,000 tested, under 10 active; Potency, µM (top dose mostly 9.22 µM), for the others: top-dose activation of IL-2 secretion, most hits filed as activators; note: % of control where 0% means no effect
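Primary human leukocytes incubated 48 hr with anti-CD3 beads plus compound, without co-stimulation. Secreted IL-2 measured by HTRF (europium cryptate/d2 anti-IL-2 pair, 320 nm excitation, 665 nm emission).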
Starred values were filed as active, the others as inactive; ? = inconclusive; . = no result given; [ ] = another dose, or the depositor's remark. Unless noted, calls come from the whole dose curve; as a rule, active = well fitted curve in the direction sought with a large enough effect; inconclusive = small, poorly fitted or top-dose-only effect, or another doubt; inactive = no such curve, though single readings can be large; an effect the other way counts as inactive or inconclusive. This is a subset; the hit share may differ from the screen's.

The line under a structure holds: Eya2 inh | ELG1 repair inh | KCNH2 WT inh | TRPV1 agonist | Mito fusion yeast | KCNH2 3.1 block | USP2a block | TSHR antagonist | AT treatment | TCR activator
> CCOC(=O)CC(NC(=O)Cc1cccs1)c1ccccc1Cl (centres undefined)
 : 2% | -21% | -15 | 1 | -3% | 5 | 0% | -9 | -1% | 8%
> Cc1sc2ncnc(N[C@@H](CCC(=O)O)C(=O)O)c2c1C
 : 18% | 0% | -15 | 0 | 0% | -16 | 0% | 9 | -1% | 3%
> COc1ccccc1C(=O)NCCNC(=O)c1ccc(C)nc1
 : 0% | -4% | 1 | -1 | 5% | 12 | -1% | -14 | -2% | -2%
> NC(=O)CSc1nnnn1-c1ccc2c(c1)OCCO2
 : 0% | 8% | -4 | 2 | -3% | -14 | 1% | -17 | . | 2%[46.1 µM]
> CCOc1ccc(N2C(=O)CC(N3CCN(c4ccccc4OC)CC3)C2=O)cc1 (centres undefined)
 : 1% | 0% | -20 | -2 | -15% | -2 | -2% | 12 | -9% | -12%
> CC(C)(C)c1ccc(Cn2nnc3c(=O)[nH]c(C4CCN(C(=O)Cc5cccs5)CC4)nc32)cc1
 : -3% | ? | -4 | 7 | -1% | -2 | -4% | -10 | 30% | -1%
> CC(=O)C(Sc1ccc2nnc(-c3ccncc3)n2n1)C(C)=O
 : -16% | ? | 3 | 0 | -3% | 8 | 1% | -2 | -1% | 6%[46.1 µM]
> CC(=O)Oc1ccc2c(=O)oc(-c3ccc([N+](=O)[O-])cc3)nc2c1
 : -7% | -1% | -9 | -2 | 5% | -10 | 0% | -16 | -12% | -1%
> CCCn1nnnc1SCC(=O)N1CCN(C(=O)c2ccco2)CC1
 : 3% | -3% | -2 | -3 | -2% | -2 | 0% | 0 | -2% | 6%
> COc1ccc(C(=O)NC2CC(C)(C)NC(C)(C)C2)cc1OC
 : 0% | 5% | -7 | -1 | 0% | 23 | -4% | 1 | -1% | .
> COc1ccc(Nc2nc(N)nc(CSC(=S)N3CCN(C)CC3)n2)cc1
 : -3% | 13% | 8 | 2 | -5% | -3 | 5% | 15 | -4% | 9%
> Fc1ccccc1NC(=S)N1CCN(Cc2ccccc2)CC1
 : 0% | 5% | 1 | -1 | -1% | 3 | 0% | -1 | 7% | 3%[46.1 µM]
> Cn1c(SCC(=O)C(C)(C)C)nnc1-c1cccnc1
 : 1% | 0% | -12 | -2 | 2% | -7 | -1% | -1 | 2% | -1%
> COc1ccc(Cc2noc(CN3CCCC(OCc4ccccn4)C3)n2)cc1OC (centres undefined)
 : 7% | -3% | 2 | -2 | 1% | 24 | 9% | 5 | -1% | 2%
> Cc1ccc([C@@H]2CC=C(C(=O)O)[C@H](c3ccccc3)N2S(=O)(=O)c2ccccc2C)cc1
 : -6% | 0% | 4 | . | . | 10 | 0% | 2 | 15% | 2%
> Cc1cccc(C)c1NC(=O)CNC(=O)C(C)N1CCCCC1 (centres undefined)
 : -14% | ? | 21 | 2 | 4% | 4 | -1% | 14 | 13% | 0%
> CCC1(c2ccc(F)cc2)NC(=O)N(CC(=O)N(CCC#N)c2ccccc2)C1=O (centres undefined)
 : -16% | 2% | 16 | 4 | 8% | 15 | 1% | -3 | 12% | -1%
> CC1CCCCN1C(=O)CSc1nnc2c(n1)[nH]c1ccc(F)cc12 (centres undefined)
 : -3% | 14% | -4 | 2 | 1% | -3 | 2% | -9 | 1% | -4%
> COC(=O)C(=Nc1ccccc1)/C(C(=O)C(=O)N(C)c1ccccc1)=C(\O)c1ccccc1
 : 15% | ? | -6 | 5 | -2% | 7 | 1% | 5 | -5% | 1%
> CN(C)C(=S)SCCn1c(N)nc(N(C)C)nc1=O
 : 8% | ? | 4 | -2 | 0% | -2 | 1% | -4 | 4% | 0%
> COc1ccc(CCN(C)C2CCCN(S(=O)(=O)c3ccccc3)C2)cc1OC (centres undefined)
 : 17% | -7% | 8 | -2 | -3% | -31 | -3% | 10 | 13% | -3%
> COc1ccc(NC(=O)C(CCSC)N2C(=O)c3ccccc3C2=O)cc1 (centres undefined)
 : -19% | -2% | 6 | 0 | -3% | 2 | 4% | 27 | 1% | 5%
> COc1ccc(C(=O)C2CCCN(C(=O)c3ccccc3C(C)=O)C2)cc1F (centres undefined)
 : 6% | 0% | 14 | 9 | 2% | -4 | 0% | -22 | 9% | 5%
> NC(=O)c1ccc(SCC(=O)OCC(=O)NCc2ccco2)c([N+](=O)[O-])c1
 : 4% | 15% | 2 | -3 | -1% | 5 | 0% | 6 | -1% | 2%
> C/C(=N\NC(=O)c1ccco1)c1ccc(C(=O)O)s1
 : -1% | 27% | 1 | 3 | -2% | 17 | -1% | -12 | 8% | 2%
> COCCOC(=O)C1=C(C)NC(SCC(=O)NC(C)(C)C)=C(C#N)C1c1ccco1 (centres undefined)
 : 5% | ? | 6 | 1 | 1% | -25 | 1% | -2 | 4% | 11%
> Cc1ccc(S(=O)(=O)Nc2ccc(S(=O)(=O)N3CCCC3)cc2)cc1
 : 8% | -4% | 0 | -1 | -1% | -1 | 1% | -4 | 10% | 10%
> CC(C)Sc1nc2c(c(=O)[nH]c(=O)n2C)n1CCc1ccccc1
 : -6%[15.4 µM] | ? | 3 | 0 | 3% | 3 | -1% | -2 | 8% | -14%
> COc1ccc2cc1Oc1ccc(cc1)C[C@H]1c3cc(c(OC)cc3CCN1C)Oc1c(OC)c(OC)cc3c1[C@H](C2)N(C)CC3
 : 5% | 5% | -1 | 9 | -7% | 13 | 8% | -5 | 35% | 1%
> O=C(CP(=O)(c1ccccc1)c1ccccc1)N1CCCCC1
 : 13% | 8% | -7 | 9 | -2% | 8 | 0% | 12 | -3% | 4%
> COc1ccc2nc(SCC(C)=O)c(C#N)cc2c1
 : 3% | ? | 2 | 24 | 10% | . | 7% | 2 | -1% | -3%[46.1 µM]
> O=C(COC(=O)c1ccco1)Nc1ccccc1[N+](=O)[O-]
 : 7% | 16% | -12 | 2 | 3% | -5 | -1% | -2 | -6% | -3%
> Cc1ccccc1Cn1nnc(-c2ccc3c(c2)OCO3)n1
 : -31% | ? | -14 | 2 | 8% | -4 | 1% | -6 | 4% | -2%[46.1 µM]
> Cc1occc1-c1nnc(SCC(=O)N2CCOCC2)n1Cc1ccco1
 : 8% | -2% | 0 | -1 | -2% | 4 | -2% | 11 | -5% | 4%
> COc1cc(SC)ccc1C(=O)Nc1ccc(C)cc1
 : 7% | ? | -10 | 27 | 22% | -16 | -5% | 13 | 11%[11.5 µM] | -5%
> CCOc1ccc(-c2noc(CCC(=O)NCCc3ccccc3)n2)cc1OC
 : -10% | 5% | -7 | 1 | -4% | 8 | 1% | 3 | 5% | 6%
> COC(=O)c1cc(OC)c(OC)cc1NC(=O)c1csc(C)c1
 : -3% | 3% | 3 | 2 | -9% | -3 | 1% | 14 | -4% | -5%
> COc1ccc(-c2noc(-c3ccccc3C(=O)Nc3cccnc3)n2)cc1OC
 : 5% | ? | -7 | ? | 0% | -10 | 4% | -4 | -2% | -1%
> O=[N+]([O-])c1ccc(-c2ccc(/C=N/Nc3nc(NCc4ccccc4)nc(N4CCOCC4)n3)o2)cc1
 : 15% | ? | ? | 16 | -8% | . | 0% | -34 | 2% | 0%

Among those listed so far, five have a thiophene ring, fused or not.
The line under a structure holds: Eya2 inh | ELG1 repair inh | KCNH2 WT inh | TRPV1 agonist | Mito fusion yeast | KCNH2 3.1 block | USP2a block | TSHR antagonist | AT treatment | TCR activator
> CCOC(=O)CC(NC(=O)Cc1cccs1)c1ccccc1Cl (centres undefined)
 : 2% | -21% | -15 | 1 | -3% | 5 | 0% | -9 | -1% | 8%
> Cc1sc2ncnc(N[C@@H](CCC(=O)O)C(=O)O)c2c1C
 : 18% | 0% | -15 | 0 | 0% | -16 | 0% | 9 | -1% | 3%
> CC(C)(C)c1ccc(Cn2nnc3c(=O)[nH]c(C4CCN(C(=O)Cc5cccs5)CC4)nc32)cc1
 : -3% | ? | -4 | 7 | -1% | -2 | -4% | -10 | 30% | -1%
> C/C(=N\NC(=O)c1ccco1)c1ccc(C(=O)O)s1
 : -1% | 27% | 1 | 3 | -2% | 17 | -1% | -12 | 8% | 2%
> COC(=O)c1cc(OC)c(OC)cc1NC(=O)c1csc(C)c1
 : -3% | 3% | 3 | 2 | -9% | -3 | 1% | 14 | -4% | -5%
